TROY NFkB inh – blocks TROY-dependent signaling in reporter cells | Q293 LMP1-TROYcd NF-kB luciferase reporter, 4 h | inhibition, % at 10 µM | 0.98% of 360,000 active | AID 1347056;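 active means compounds whose plate-normalised and pattern-corrected inhibition of the luciferase reporter signal at the single screening dose is 50% or more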
SRC1 inh – inhibitors of human steroid receptor coactivator 1 (SRC1) | 0.12% of 360,000 active | Q15788 | inhibition, % at 3.6 µM | HEK293 GAL4-SRC1 luciferase reporter, luminescence | AID 588354;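 active means inhibition above the campaign mean plus 3 SD, with each screening campaign given its own cutoff, cut at about 60% in these data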;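 further: 0% = DMSO treated cells and 100% = gossypol at 36 µM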
ABHD5 PLIN5 PPI – inhibitors of human ABHD5-perilipin-5 interaction; Q00G26+Q8WTS1; inhibition, % at 4 µM; Split G. princeps luciferase complementation, luminescence, 4 h; 0.78% of 360,000 active;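 active means inhibition above the mean inhibition across every tested compound plus 3 SD, cut at about 22% in these data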;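 further: 0% = DMSO only wells and the 100% control is not disclosed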
Granule exo inh – blocks lytic granule exocytosis | 0.66% of 360,000 active | TALL-104 LAMP-1 surface exposure, flow cytometry; cells stimulated with thapsigargin and PMA | inhibition, % at 10 µM;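 active means inhibition above about 55%, limit read from the data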
LRH-1 inv ag – inverse agonists of human LRH-1 (NR5A2); O00482; HEK293T StAR-luciferase reporter, LRH-1 transfected, 24 h; 0.13% of 360,000 active; inhibition, % at 3.6 µM; AID 602396;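 active means inhibition above the mean inhibition of all tested compounds plus 3 SD, cut at about 73% in these data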;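 further: 0% = DMSO wells and 100% = reporter-only cells lacking LRH-1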
TWEAK Fn14 block – blocks TWEAK-Fn14 interaction in a reporter cell assay. TWEAK-stimulated Fn14 reporter cells, luciferase luminescence, 8 h. inhibition, % at 10 µM. 2% of 360,000 active; in the data active means inhibition above about 50%
NOD2-RIPK2 inh – NOD2-RIPK2 protein interaction inhibition | CHO BLA complementation NOD2-RIPK2, CCF4 ratio | O43353 | inhibition, % at 4.98 µM | AID 624267 | 0.38% of 360,000 active; in the data active means inhibition above about 21%;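 further: 0% = vehicle only and 100% = reference blocker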
TLR9-MyD88 block – inhibitors of human TLR9-MyD88 binding; inhibition, % at 4.98 µM; CHO BLA complementation TLR9-MyD88, CCF4 FRET ratio; 0.21% of 340,000 active;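 active means inhibition above the mean over all tested compounds plus 3 SD, cut at about 21% in these data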;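 further: 0% = DMSO only wells and 100% = clavulanate BLA inhibitor control wells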
COUP-TFII inh – blocks human COUP-TFII nuclear receptor. HEK293T NGFI-A luciferase reporter, luminescence. inhibition, % at 8.6 µM. 0.7% of 370,000 active. AID 686940;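 active means inhibition above a per-plate cutoff, mean inhibition of test wells between control levels plus 3 SD, cut at about 38% in these data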;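 further: cells cotransfected with COUP-TFII expression vector driving the NGFI-A reporter; 0% = median of COUP-TF2 test wells and 100% = reporter-only cells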
NCOA3 inh – inhibitors of human steroid receptor coactivator 3 (SRC3) | inhibition, % at 3.6 µM | HEK293 GAL4-SRC3 luciferase reporter, luminescence | 0.17% of 360,000 active;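 active means inhibition above a per-campaign cutoff, the mean of all compounds plus 3 SD, cut at about 60% in these data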;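 further: 0% = DMSO-treated cells and 100% = gossypol-treated cells at 36 µM; higher means less SRC3-driven luciferase light from the GAL4 reporter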
NCOA2 inhibitor – inhibits human steroid receptor coactivator 2 | 0.17% of 370,000 active | HEK293 GAL4-SRC2 luciferase reporter, luminescence | inhibition, % at 9 µM | AID 651957 | Q15596;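 active means inhibition above the mean inhibition of all tested compounds plus 3 SD, set per campaign, cut at about 52% in these data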;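 further: 0% = DMSO treated cells and 100% = cells given Gossypol at 36 µM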
Starred values were filed as active, the others as inactive; . = no result given. Only part of the results is shown (hit frequency here may not be typical).

SMILES	TROY NFkB inh	SRC1 inh	ABHD5 PLIN5 PPI	Granule exo inh	LRH-1 inv ag	TWEAK Fn14 block	NOD2-RIPK2 inh	TLR9-MyD88 block	COUP-TFII inh	NCOA3 inh	NCOA2 inhibitor
C#CCOCCOCCOCCNc1nc(N2CCN(C(=O)C([C@@H](C)CC)n3cc(C(N)Cc4ccc(O)cc4)nn3)CC2)nc(N2CCN(C(=O)[C@H](CCC(=O)O)n3cc(C(N)Cc4ccc(O)cc4)nn3)CC2)n1 (stereo partly specified)	-22.2	-10.1	2.9	63.6*	19.8	1.6	-4.9	11.6	.	-4.3	.
CC1=NN(C(C#N)c2ccccc2)C(C)(C)C1 (stereo unspecified)	-4.5	10.8	1.5	-10.4	-20.0	-6.4	-4.6	-8.1	3.6	-4.1	2.6
CC[C@H](C)[C@H]1CNC(=O)C(=O)N1CC1CCN(CCCc2ccc(OC)c(OC)c2)CC1	-13.6	-15.2	5.9	-2.5	19.1	-12.8	-7.8	-0.2	15.0	1.0	-7.5
O=C(N/N=C/c1ccccn1)c1ccco1	-20.8	-45.5	2.4	-1.5	-75.7	-13.0	-9.1	-6.4	-42.3	-51.1	-52.4
Cc1cc(C)c(C)c(S(=O)(=O)N[C@@H](C)C(=O)OCC(N)=O)c1C	2.5	3.6	2.5	0.9	11.3	-0.1	0.7	3.3	9.6	14.5	0.4
CC(C)CN(C(=O)C1=NN(c2ccccc2)C(=O)CC1)c1c(N)n(Cc2ccccc2)c(=O)[nH]c1=O	-7.2	-20.4	-9.1	-2.5	-9.1	-8.5	2.9	0.3	1.4	9.5	-15.9
O=C(COc1ccc(/C=N/NC(=O)c2ccncc2)cc1)Nc1ccc([N+](=O)[O-])cc1	-6.3	-6.5	2.3	8.3	10.0	-11.0	-12.5	4.9	-0.2	6.7	-10.8
CC(C)Cn1c2c(c(O)c(C(=O)Nc3ncccc3O)c1=O)CCCC2	33.1	-0.4	-0.3	2.3	-7.3	21.7	-11.0	4.8	1.9	13.1	-2.2
Cc1ccsc1/C=N/NC(=O)c1c[nH]c2ccccc12	-63.7	-60.2	4.0	-1.6	-69.2	-21.4	-6.8	-10.1	-39.1	-53.3	-51.7
Cc1cc(Cl)ccc1C(=O)C1CCCN(C(=O)CCn2cncn2)C1 (stereo unspecified)	2.5	10.0	-2.7	-1.7	18.2	-23.8	-0.3	9.6	-0.4	22.2	14.4
CCO[C@@H]1OC(C(=O)N2CCCCCCC2)=C[C@H](c2cn(C(C)=O)c3ccccc23)[C@H]1CCCO	-0.3	6.4	7.0	10.9	-6.5	-9.4	-10.7	0.3	.	-2.4	.
CS(=O)(=O)N1CCN(c2ccccc2NC(=O)c2cccnc2)CC1	6.8	0.8	2.5	3.7	1.3	-8.4	3.4	3.6	9.5	17.2	3.9
Cc1nc(C(=O)N2CCc3c([nH]c4ccccc34)C2c2cc(F)ccc2F)cs1 (stereo unspecified)	5.6	0.6	0.7	-0.2	16.3	-0.6	1.1	0.5	-8.5	-18.1	-31.1
COc1ccccc1S(=O)(=O)Cc1ccc(C(=O)NCCN2CCCC2)o1	-19.2	11.8	0.5	-1.4	7.4	17.3	-4.3	-3.1	-5.3	10.5	-4.6
O=C(C1CCN(c2ccc(N3CCOCC3)nn2)CC1)N1CCN(c2ccc(F)cc2)CC1	0.3	-11.3	-5.4	1.1	-17.6	6.1	-5.9	-5.2	.	7.1	.
CC(C)=NNc1nc2c(c(=O)[nH]c(=O)n2C)n1CCCc1ccccc1	10.4	-3.8	-3.7	-4.8	-20.3	-27.3	-2.4	-7.8	2.4	3.5	-20.1
COc1cccc(OCCOc2ccc(/C=C3\C(=N)N4N=C(S(C)(=O)=O)SC4=NC3=O)cc2OC)c1	2.2	1.8	5.8	-2.2	19.0	1.8	-6.4	7.9	-2.1	8.1	-45.1
CCc1nc2c(OCCn3cccc3)cccn2c1N(C)C(=O)c1ccc(C)cc1	-2.1	9.3	-8.7	-0.8	-21.3	8.8	0.9	.	11.7	7.2	8.1
CC(=O)Nc1ccc(S(=O)(=O)N2CCN(C(=O)N3CCCC3)CC2)cc1	-3.7	-3.5	-8.4	-7.0	11.2	22.0	0.1	-5.1	5.8	1.3	-26.9
C1CC1C(=NN=C(C1CC1)C1CC1)C1CC1	-35.7	-1.1	-6.2	1.1	5.5	-7.2	-7.5	-12.0	-17.1	0.9	-6.8
Cc1cccc(C(=O)Nc2c(C#N)c(C)c(C)n2Cc2ccccc2)c1	-3.2	-15.5	-5.5	-1.1	3.5	0.6	5.6	10.2	2.0	2.4	-19.0
O=C(O)Cn1c(=O)cnc2ccccc21	2.4	11.2	1.4	-0.7	3.4	4.4	3.7	-15.3	9.8	1.1	2.0
Cc1oc(-c2ccc(Cl)cc2)nc1CN1CCCC(C(=O)NC2CC2)C1 (stereo unspecified)	1.5	6.5	-18.4	17.7	6.6	-1.5	2.2	4.4	6.5	-18.6	16.3
COc1ccccc1NS(=O)(=O)c1ccc(C(=O)Nc2ncccc2O)cc1	8.9	-36.4	-12.2	-0.9	14.6	-14.3	-0.6	7.1	.	-27.5	.
CCN1CCN(CC(=O)Nc2ccc(N(C)C)cc2)CC1	0.9	6.6	-3.8	0.0	-1.3	-3.1	-1.1	-9.8	-21.6	7.8	1.2
COc1ccccc1NC(=O)c1c(Nc2ccccc2F)sc(C(=O)Nc2cccc(Cl)c2)c1N	-3.5	-3.7	-1.4	-1.0	11.4	26.9	-6.7	-2.3	4.0	0.2	-6.0
C[C@H](NC(=O)c1nc[nH]c1C(=O)NCC(=O)OCc1ccccc1)C(=O)OC(C)(C)C	16.1	-13.3	-0.5	6.0	-11.2	17.3	-7.0	-4.0	4.0	-19.2	-5.0
COc1ccc(-c2nnc(NC(=O)c3ccco3)s2)cc1	-47.2	-79.7	4.1	-8.6	-50.1	-1.9	-2.0	-8.0	-30.4	-58.4	-29.7
COc1ccc(NC(=O)C2CCCN(S(=O)(=O)c3cccnc3)C2)cc1 (stereo unspecified)	0.5	9.6	2.3	3.4	5.1	6.9	-5.5	6.1	-7.4	28.6	1.9
COc1ccc(-c2cc(C(=O)NNC(=O)c3csc(N4CCOCC4)n3)c3ccccc3n2)cc1OC	-21.6	-10.1	-1.1	-2.6	13.7	2.8	-8.9	-0.5	-20.9	-0.7	-4.7
CCNc1nc(NC(C)(C)C)nc(Oc2ccc(=O)n(-c3ccccc3)n2)n1	15.5	-3.0	-2.2	2.4	13.3	-1.5	-3.0	2.1	0.4	5.3	22.4
c1ccc(Cn2cc(CN3CCCCO3)c(-c3ccc4c(c3)OCO4)n2)cc1	-22.1	-9.6	-1.1	2.4	-3.8	-13.7	-2.4	-2.0	-13.5	1.7	16.6
Clc1ccc(CSc2nnc([C@@H]3CCCN3)o2)cc1	-5.7	8.9	-5.5	-1.6	4.6	1.5	3.0	-10.0	9.3	-9.8	-16.4
O=c1c(Cc2ccc(F)cc2)c(O)ccn1C1CC1	5.0	4.0	8.6	1.5	13.0	10.5	-3.9	5.7	-6.5	5.5	7.0
NS(=O)(=O)c1cc(C(=O)OCC(=O)c2ccc3c(c2)OCCO3)ccc1Cl	-5.7	-21.1	1.0	-0.4	-6.6	-4.9	-4.2	-3.8	-12.9	-6.5	-33.6
N#Cc1c(Nc2cccc(F)c2)sc2c(O)cc(=O)[nH]c12	-13.1	-4.4	-19.9	-2.3	-11.5	-2.8	-14.4	.	-9.4	2.7	-11.0
CCN(CC)CCCN=C1N[C@@H](c2ccccc2)C(C(=O)OC)=C(C)N1CC	-0.8	-22.1	6.8	2.7	-13.8	-12.9	-6.8	-5.4	-0.8	-18.7	4.7
CCCN1Cc2cccc(C(=O)Nc3ccc(S(=O)(=O)N4CCCCCC4)cc3)c2C1=O	4.8	0.7	2.9	-1.6	-2.6	-20.6	-16.7	12.2	-19.6	3.2	-0.2
CC(=O)NC1=NN(C(C)=O)C2(CCCCC2)S1	5.3	-0.9	-5.7	2.4	9.5	6.7	2.9	4.2	-20.5	6.1	11.0
CCN1CCN(S(=O)(=O)Cc2ccccc2Cl)CC1	18.5	-50.2	-2.2	-0.6	8.8	-3.5	-1.1	0.5	-1.7	8.6	2.6
CC1CN(c2cc(=O)n(-c3cccc(Br)c3)c(=O)[nH]2)CC(C)O1 (stereo unspecified)	-4.8	-11.6	13.2	0.5	5.5	2.7	-6.3	2.4	2.6	-11.1	-2.5
COCCNC(=O)c1cc(S(=O)(=O)N2CCOCC2)ccc1SCc1cccc(OC)c1OC	14.8	-23.0	-1.0	-1.2	8.2	-12.8	-0.9	-3.2	-12.7	-0.4	0.9
Cc1ccc(NC(=O)CSc2nc(NS(=O)(=O)c3ccc(C)cc3)cc(=O)[nH]2)cc1	-1.7	4.0	-4.9	-0.9	6.1	3.4	1.3	-7.1	-1.9	19.1	16.6
COc1ccc(C2/C(=C(\O)c3ccc(OC)c(Cl)c3)C(=O)C(=O)N2CCN(C)C)cc1 (stereo unspecified)	-2.4	2.8	-3.8	-5.0	-8.8	-3.3	-5.2	-2.6	-17.7	13.7	25.3
Cc1ccc(-n2c(-c3ccncc3)n[nH]c2=S)c(C)c1	-10.8	-1.7	-0.7	27.9	12.6	-6.4	-3.0	0.5	11.8	5.3	-4.3
C=CCC1CCCCC1=C(C#N)c1ccccc1 (stereo unspecified)	21.6	-10.8	4.3	-2.7	-4.3	0.5	1.2	-4.3	-8.2	17.5	-15.5
O=S(=O)(NCCc1ccc(Cl)cc1)c1cccs1	-25.3	-5.6	-2.9	-0.3	-0.7	-3.8	4.0	7.5	2.9	14.0	-26.1
COc1cc(NC(=O)c2ccc(OC)c([N+](=O)[O-])c2)ccc1NC(=O)c1ccco1	-43.5	-6.4	8.5	-3.7	25.1	-38.2	-5.7	-0.9	7.1	17.9	-29.7
O=C(OCc1ccc2c(c1)OCO2)c1ccc(S(=O)(=O)N2CCCCC2)cc1	-7.1	-1.2	-3.3	-3.9	10.6	-14.7	-14.8	-2.6	11.8	11.8	6.2
CNC(=S)N/N=C(\C)c1ccc(-n2ccnc2)cc1	-17.7	-4.6	8.2	2.7	-4.7	-5.7	-8.1	1.6	-12.8	3.7	-23.3
COc1cc2cccc(OC)c(=O)c2c(OC)c1OC	6.5	-10.6	9.4	-0.6	-5.4	-28.2	-12.4	4.4	-20.5	17.4	8.4
O=S(=O)(Nc1ccc(-c2ccc3nncn3n2)cc1)c1ccc(Cl)s1	1.4	-5.5	7.5	0.2	-4.2	-22.6	-0.2	-1.2	-25.1	9.5	7.2
O=C(Nc1c(Br)cc2c(c1Br)Cc1ccccc1-2)C(Cl)Cl	-16.1	-13.7	6.5	-0.2	-3.1	3.6	-0.1	-3.1	-0.2	-16.2	-18.4
COC(=O)COc1ccc2c(=O)c(-c3ccccc3)coc2c1	-35.5	-80.8	-1.2	7.2	-4.5	-0.8	3.9	0.3	-18.3	-18.1	-11.7
CC1CCC/C(=N\NC(=S)Nc2ccccc2)C1 (stereo unspecified)	-13.2	-59.5	-6.1	-6.1	-50.0	0.0	-5.6	-3.8	-16.8	-41.8	-13.4

Source: PubChem BioAssay
